# Assay outcomes deposited in PubChem by several laboratories.
# 3CLpro inhibitor: SARS-CoV 3CLpro protease inhibitors, primary screen, biochemical, quenched FRET. Replicase polyprotein 1ab (Severe acute respiratory syndrome coronavirus), P0C6X7. recombinant SARS-CoV 3CLpro, quenched FRET peptide cleavage. inhibition, % at 6 µM. 290,000 tested, 0.14% active. AID 1706, 2009; in the data active = inhibition above about 12%
# Rv3671c inh: Rv3671c serine protease inhibitors, primary screen, biochemical, fluorescence polarization, M. tuberculosis H37Rv; 320,000 tested, 0.048% active; AID 2606, 2010; inhibition, % at 5.96 µM; P9WHR9; in the data active = inhibition above about 38%;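 note: extracellular domain of Rv3671c used as enzyme; 0% = enzyme with DMSO and 100% = no enzyme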
# BoNT-F LC inh: BoNT/F light chain protease inhibitors, primary screen, biochemical, flow cytometry, MLPCN library. inhibition, % at 10 µM. AID 588497, 2011. 360,000 tested, 0.22% active. Botulinum neurotoxin type F light chain protease (Clostridium botulinum). Multiplex microsphere protease cleavage assay; in the data active = inhibition above about 35%, passing the limit was not always enough; inconclusive = no clear call, values can overlap the other calls; note: plate controls were buffer without enzyme for full effect and enzyme alone for no effect
# PrPC TRFRET: inhibitors of human cell surface prion protein PrPC, primary screen, cell-based, TR-FRET; Major prion protein (Homo sapiens), P04156; TR-FRET read-out; inhibition, % at 13.8 µM; 370,000 tested, 0.43% active; AID 720596, 2013; in the data active = inhibition above about 24%; note: 0% = median of the test wells and 100% = reference compound wells
# MazEF act: activators of E. coli MazEF toxin-antitoxin RNase, primary screen, biochemical, fluorescence, uHTS; Endoribonuclease toxin MazF (Escherichia coli (strain K12)), P0AE70; FAM/BHQ RNA-DNA oligo cleavage fluorescence, 5 h; activation, % at 20 µM; 350,000 tested, 0.32% active; in the data active = activation above about 50%
# Target sequence (P0AE70 whole entry, looked up): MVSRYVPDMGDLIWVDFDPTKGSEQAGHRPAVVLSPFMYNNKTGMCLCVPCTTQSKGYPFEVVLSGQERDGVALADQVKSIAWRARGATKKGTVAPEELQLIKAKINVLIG
# Anthrax LF prot: Bacillus anthracis LF protease inhibitors, primary screen, biochemical, multiplex microsphere, MLPCN library | multiplex microsphere protease cleavage assay | 360,000 tested, 0.12% active | inhibition, % at 10 µM | Lethal factor (Bacillus anthracis), P15917 | AID 588501, 2011; note: plate controls were buffer without enzyme for full effect and enzyme alone for no effect
# Target sequence (P15917 whole entry, looked up): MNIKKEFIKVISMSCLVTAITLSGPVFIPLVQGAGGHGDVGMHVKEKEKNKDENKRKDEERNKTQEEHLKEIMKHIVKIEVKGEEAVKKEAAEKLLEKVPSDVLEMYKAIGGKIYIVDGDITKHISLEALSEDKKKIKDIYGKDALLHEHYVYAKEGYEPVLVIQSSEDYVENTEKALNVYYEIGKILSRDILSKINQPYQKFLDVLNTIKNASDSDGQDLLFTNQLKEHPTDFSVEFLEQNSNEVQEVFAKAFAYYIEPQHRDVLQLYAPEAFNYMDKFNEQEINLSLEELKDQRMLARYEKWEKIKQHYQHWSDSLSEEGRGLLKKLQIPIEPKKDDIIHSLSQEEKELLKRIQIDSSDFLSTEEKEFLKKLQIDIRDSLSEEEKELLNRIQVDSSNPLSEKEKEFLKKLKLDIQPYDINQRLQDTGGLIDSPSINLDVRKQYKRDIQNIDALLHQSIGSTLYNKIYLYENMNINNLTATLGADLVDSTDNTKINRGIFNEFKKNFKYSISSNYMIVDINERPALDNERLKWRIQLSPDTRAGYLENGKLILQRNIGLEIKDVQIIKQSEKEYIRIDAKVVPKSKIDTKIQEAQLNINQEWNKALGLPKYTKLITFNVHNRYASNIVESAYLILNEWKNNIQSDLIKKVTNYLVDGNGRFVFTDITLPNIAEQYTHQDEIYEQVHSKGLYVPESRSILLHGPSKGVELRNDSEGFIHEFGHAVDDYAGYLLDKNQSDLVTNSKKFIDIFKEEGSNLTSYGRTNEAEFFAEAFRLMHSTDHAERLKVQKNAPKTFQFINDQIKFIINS
# VHR inh abs: VHR1 phosphatase inhibitors, primary screen, biochemical, absorbance, uHTS. Dual specificity protein phosphatase 3 (Homo sapiens), P51452. recombinant VHR phosphatase, pNPP absorbance. inhibition, % at 13.3 µM. 290,000 tested, 0.52% active; in the data active = inhibition above about 50%; note: some compounds called inactive have numbers as strong as hits
# Target sequence (P51452 whole entry, looked up): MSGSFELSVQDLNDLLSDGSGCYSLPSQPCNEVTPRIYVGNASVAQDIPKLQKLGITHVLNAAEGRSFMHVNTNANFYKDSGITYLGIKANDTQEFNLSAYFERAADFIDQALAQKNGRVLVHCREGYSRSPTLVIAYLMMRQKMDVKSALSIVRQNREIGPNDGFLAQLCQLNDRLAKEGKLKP
# CCHF vOTU inh: CCHFV vOTU protease inhibitors, primary screen, biochemical, Pep-AMC substrate, fluorescence; Crimean-Congo hemorrhagic fever virus L polyprotein viral ovarian tumor (vOTU) protease …; inhibition, % at 11.5 µM; 370,000 tested, 0.55% active; in the data active = inhibition above about 30%; note: 0% = vehicle wells with enzyme and 100% = no enzyme wells
# PriA SSB inh: inhibitors of Klebsiella pneumoniae PriA binding to SSB C-terminal tail, primary screen, biochemical, AlphaScreen; PriA–SSB C-terminal tail interaction (Klebsiella pneumoniae); 430,000 tested, 0.6% active; inhibition, % at 33 µM; AlphaScreen SSBct-PriA binding, biotinylated peptide; in the data active = inhibition mostly above about 37%, no sharp cut-off; inactive = mostly below about 20%;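 note: plate controls were negative control peptide for no effect and reference peptide for full effect; strong numbers were not always called active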
# BoNT-A LC inh2: BoNT/A light chain protease inhibitors, primary screen, biochemical, flow cytometry, MLPCN library. multiplex microsphere protease substrate cleavage. inhibition, % at 10 µM. 360,000 tested, 0.17% active; note: plate controls were buffer without enzyme for full effect and enzyme alone for no effect
# Starred values were filed as active, the others as inactive; ? = inconclusive; . = no result given; & = joins results of further samples. Cut-off read from the data, not from the text of the source, unless noted: active = inhibition above about 30%; inconclusive = no clear call, values can overlap the other calls; inactive = below that. This is a subset. The share of hits here may be higher or lower than overall.
SMILES,3CLpro inhibitor,Rv3671c inh,BoNT-F LC inh,PrPC TRFRET,MazEF act,Anthrax LF prot,VHR inh abs,CCHF vOTU inh,PriA SSB inh,BoNT-A LC inh2
COc1ccccc1-n1nnnc1SCC(=O)Nc1cc(C)on1,-4,3,-16,5,3,3,-5,2,-6,-0.9
Cc1cc([N+](=O)[O-])ccc1NCc1ccccc1[N+](=O)[O-],3,-5,-3,8,3,-1,-1,-2,-7,-0.2
COC(CNC(=O)c1ccc2nc(-c3ccccc3)c(-c3ccccc3)nc2c1)OC,0,-4,0,-16,2,-4,-5,-25,-3,1.6
CCc1nc2c(OCc3ccc(F)cc3)cccn2c1N(C)C(=O)c1ccc(C)cc1,.,.,0,-6,.,-4,.,15,.,0.1
Cc1cc(NC(=O)CCC(=O)N(Cc2ccco2)C(C(=O)NC2CCCC2)c2ccccc2)no1 (centres undefined),3,3,32,6,6,-2,29,15,-6,-1.0
Cc1ccc(S(=O)(=O)c2c(N)n(/N=C/c3ccco3)c3nc4ccccc4nc23)cc1,1,-17,-4,-1,5,-4,25,-5,.,-0.2
COc1ccc(CCC(=O)OCC(=O)Nc2ccc(C)c(S(=O)(=O)N(C)C)c2)cc1,5,-7,-6,-4,-5,-1,-8,10,-10,-0.7
NC(=O)c1ccccc1OCC(=O)N1CCc2ccccc2C1,1,-5,18,7,-1,-1,3,2,-16,-0.2
O=C(CC(c1ccccc1)c1ccccc1)NCC1CCCO1 (centres undefined),1,0,-1,1,-3,5,2,0,-10,0.6
CN(C(=O)COC(=O)CNC(=O)c1ccccc1F)C1CCCCC1,.,1,0,4,-2,1,.,-4,2,1.0
CC(C)C[C@H]1COc2cc(N3CC[C@@H](O)C3)ccc2S(=O)(=O)N1,.,.,-2,-7,.,-2,.,15,.,0.1
Cc1ccc(S(=O)(=O)N2[C@@H](c3ccc(C(C)C)cc3)C(C(=O)O)=C[C@H]2C(C)(C)C)cc1,.,-1,-7,3,-9,5,.,24,5,0.2
COc1ccccc1CNC(=O)CN(C)Cc1ccc(SC)cc1,5,3,-2,-4,2,-9,21,9,-7,-0.9
O=C(c1ccc2c(c1)OCCO2)C1CCN(C(=O)c2ccc(F)c(F)c2)CC1,0,-3,10,3,-2,4,10,-3,-11,0.7
COc1cc(/C=N/NC(=O)C(=O)NCC2CCCO2)cc(Cl)c1O (centres undefined),0,1,-1,-4,-7,-2,25,-2,.,0.0

# Single entries from the entries so far:
# `Cc1cc(NC(=O)CCC(=O)N(Cc2ccco2)C(C(=O)NC2CCCC2)c2ccccc2)no1` (centres undefined) in Rv3671c inh = 3
# `COc1cc(/C=N/NC(=O)C(=O)NCC2CCCO2)cc(Cl)c1O` (centres undefined) in MazEF act = -7

# Next part
SMILES,3CLpro inhibitor,Rv3671c inh,BoNT-F LC inh,PrPC TRFRET,MazEF act,Anthrax LF prot,VHR inh abs,CCHF vOTU inh,PriA SSB inh,BoNT-A LC inh2
C/C(=N/NC(=O)CNC(=O)c1ccncc1)c1ccc(Cl)cc1,-4,-6,3,5,2,4,8,1,.,0.4
CC(C)CC1Nc2ncnc(N3CCN(c4ccccc4)CC3)c2N(Cc2ccccc2)C1=O (centres undefined),.,-9,-7&-5,8,-4,-9&-6,.,9,14,0.2&0.2
CCc1nnc(NC(=O)[C@@H](NC(=O)c2ccc(OC)cc2)C(C)C)s1,1,0,-2,3,4,0,24,-12,-3,-0.9
Cc1cc(N2CCN(S(=O)(=O)Cc3ccccc3)CC2)n2ncnc2n1,-2,-4,-9,5,7,-6,38,-18,-7,-0.3
COC(=O)c1ccc(Sc2ccc(C)cc2)c(N)c1,4,4,-5,17,-4,-1,7,2,-58,-2.5
Cc1onc(-c2ccccc2Cl)c1C(=O)NC1CCS(=O)(=O)C1 (centres undefined),-3,-4,-4,-2,9,6,38,-5,-2,0.0
O=C(c1ccc2c(c1)OCO2)C1CCCN(Cc2c(F)cccc2Cl)C1 (centres undefined),-2,-2,7,4,-6,3,22,5,-12,-0.9
CC(=O)c1ccc(N(CC(=O)NC2CCS(=O)(=O)C2)S(=O)(=O)c2ccc(C)cc2)cc1 (centres undefined),.,-3,16,-2,7,6,.,5,-4,0.5
Cc1ccc(-n2c(SCC(=O)Nc3cccc(S(=O)(=O)NC4=NCCCCC4)c3)nc3ccccc3c2=O)cc1,5,-34,4,-1,1,0,26,-6,2,0.1
O=C(Nc1nc2c(F)cc(F)cc2s1)c1ccco1,-6,-12,-8,6,11,-4,17,4,0,-1.0
CN(C)C(=O)c1cn(N(C)c2ncc(C(F)(F)F)cc2Cl)c(=O)c2ccccc12,3,-6,7,-7,-3,0,11,-13,0,0.4
O=C1[C@@H](Oc2ccccc2)[C@@H](c2ccccc2)N1c1ccccc1,.,.,5,0,-17,-5,.,4,-7,-0.1
CCOC(=O)c1ccc2[nH]c3c(c2c1)CCCC3NC=O (centres undefined),-1,-1,13,2,8,-2,5,-14,1,-0.8
CCCCCn1c(=S)[nH]c2cc(C(=O)N3CCCC3)ccc2c1=O,-1,0,1,5,-2,-4,9,3,-17,-0.6
CCOC(=O)C1CCN(Cc2nc3ccc(Cl)cc3n2CCO)CC1,-2,5,-22,-1,-5,-1,-3,-7,-5,0.1
NC(=O)CSC1=Nc2ccccc2C2=NC(CC(=O)NCc3cccs3)C(=O)N12 (centres undefined),-2,4,-2,2,2,-1,14,5,-10,0.0
COc1cccc(NC(=O)Cn2cc(C=O)c3ccccc32)c1,-15,-2,?,4,5,-11,-4,11,2,-1.1
CCOc1cc(CNCC(C)C)cc(Cl)c1OCc1ccccc1,2,-4,-14,10,10,-4,11,21,-15,-0.9
Cc1cc(C(=O)C[N+]2(C)CCOCC2)c(C)n1-c1ccc(Br)cc1,1,11,-3,6,9,4,11,3,5,-0.5
COC(=O)CNC(c1ccccc1)c1cc(C)ccc1NS(=O)(=O)c1ccc(C)cc1 (centres undefined),1,-1,-5,9,1,1,7,18,2,-0.1
CCOC(=O)c1ccc(NC(=S)N2CCC(C(N)=O)(N3CCCCC3)CC2)cc1,-4,4,-3,7,4,-3,4,1,13,-0.8
CCN(CC(=O)Nc1c(F)cccc1F)C(=O)c1ccc(=O)n(C)n1,.,.,.,-4,4,.,.,-3,-17,.
CNC(=O)C1C(=S)NC(N)=C(C#N)C1c1ccccc1 (centres undefined),-8,6,3,-1,-4,3,8,-1,-17,0.9
CC1=C/C(=N\Nc2ccccc2[N+](=O)[O-])CC(C)(C)C1,-2,7,-14,7,-6,-6,5,11,.,-1.7
O=C(CN1C(=O)c2ccccc2C1=O)Nc1ccc(-c2nc3ccccc3o2)cc1,-1,-6,5,7,9,6,6,-2,-20,-0.7
Cc1ccc(COc2ccc(-c3nnco3)cc2)cc1,8,3,9,-4,0,14,34,11,-7,1.6
COc1ccc(/C=N/NC(=O)c2ccc(C)cc2)cc1CN1CCN(c2ccc(F)cc2)CC1,0,0,-4,.,8,-5,5,.,.,-0.2
COc1ccc(OC)c(C(=O)NC(CC(N)=O)c2ccc(N3CCC(N4CCCC4)CC3)c([N+](=O)[O-])c2)c1 (centres undefined),.,-1,-8,-13,3,1,-13,-5,-4,0.3
CC(=O)Nc1ccc(-c2csc(N/N=C\c3ccncc3)n2)cc1,-6,15,-12,-9,8,-11,25,-1,.,-1.5
O=C(OC1CCOC1=O)c1ccc(Cl)c(S(=O)(=O)N2CCOCC2)c1 (centres undefined),.,4,2,2,6,2,.,-18,-12,0.5
COc1ccc(S(=O)(=O)N2CCc3ccccc32)cc1C(=O)OCc1c(C)noc1C,0,0,-27,2,-7,-7,-12,13,-2,0.5
CC(C)CCN(C(=O)c1ccccn1)c1c(N)n(Cc2ccccc2)c(=O)[nH]c1=O,.,2,-5,9,-14,-1,.,14,2,0.5
O=C(CN(C(=O)c1csnn1)c1cccc(F)c1)NC1CCCC1,-5,-18,-13,4,-2,-14,17,4,-24,-4.5
CC(C)Cn1cc(C(=O)NCc2cccs2)c2c3ccccc3n(C)c2c1=O,-3,-8,7,-1,10,-10,15,-8,0,8.5
Cc1ccc2c(c1)NC(=O)C(CC(=O)NCc1ccc(F)cc1)O2 (centres undefined),1,2,0,8,-14,-4,21,3,-13,-0.4
CC(=O)Nc1cc(-c2cccc(C(=O)NCCN(C)C)c2)cn2c(-c3ccc(C(C)=O)cc3)cnc12,.,.,-4,-26,.,2,.,-7,.,0.2
Cc1cc(N2CCOCC2)nc2ccc(NC(=O)CCC(=O)N3CCN(c4cccc(C(F)(F)F)c4)CC3)cc12,5,-4,4,-11,0,0,17,-7,2,1.3
Cc1cc2c(=O)oc(-c3ccc(F)cc3)nc2s1,2,-10,-3,-11,-12,-2,-14,-3,-9,0.5
CSc1nc(S(=O)(=O)c2ccc(C)cc2)c(Cl)s1,2,-4,-4,7,12,1,15,1,-15,-1.9
Cc1noc(C)c1CSCC(=O)OCC(=O)N1CC(=O)Nc2ccccc21,-6,-9,3,1,6,3,19,2,-3,1.9
Cc1noc(C)c1-c1nc(CS(=O)(=O)c2ccc(F)cc2)no1,5,2,?,6,-3,6,17,-13,4,2.3
CC(C)(C)C(=O)/C(C#N)=C/c1cccs1,-1,-6,-9,0,-6,-2,12,2,-5,-1.5
CCOc1ccccc1NC(=O)N1CCC2(CC1)OCCO2,1,7,-4,2,-5,-1,9,-15,-15,0.0
c1ccc(-n2nnnc2-n2nnc3ccccc32)cc1,0,0,15,0,-3,-1,10,11,-25,0.5
CC(C)C[C@H]1CNC(=S)N1C[C@H]1CCCN1C[C@H](Cc1ccc(O)cc1)N1C[C@H](Cc2ccccc2)N(CC2CCCCC2)C1=S,.,.,-5,-1,.,-2,.,8,.,-0.7

# One compound at a time, from the list above. Order of screens: 3CLpro inhibitor | Rv3671c inh | BoNT-F LC inh | PrPC TRFRET | MazEF act | Anthrax LF prot | VHR inh abs | CCHF vOTU inh | PriA SSB inh | BoNT-A LC inh2
# Results for `C/C(=N/NC(=O)CNC(=O)c1ccncc1)c1ccc(Cl)cc1` = -4 | -6 | 3 | 5 | 2 | 4 | 8 | 1 | . | 0.4
# Results for `COc1ccccc1-n1nnnc1SCC(=O)Nc1cc(C)on1` = -4 | 3 | -16 | 5 | 3 | 3 | -5 | 2 | -6 | -0.9
# Results for `Cc1cc([N+](=O)[O-])ccc1NCc1ccccc1[N+](=O)[O-]` = 3 | -5 | -3 | 8 | 3 | -1 | -1 | -2 | -7 | -0.2
# Results for `O=C(Nc1nc2c(F)cc(F)cc2s1)c1ccco1` = -6 | -12 | -8 | 6 | 11 | -4 | 17 | 4 | 0 | -1.0

# Next section:
SMILES,3CLpro inhibitor,Rv3671c inh,BoNT-F LC inh,PrPC TRFRET,MazEF act,Anthrax LF prot,VHR inh abs,CCHF vOTU inh,PriA SSB inh,BoNT-A LC inh2
Cc1ccc(S(=O)(=O)c2nc(Nc3ccccc3)sc2Cl)cc1,2,.,-11,12,5,-1,-1,20,-11,-1.8
CCCCNC(=O)c1ccccc1NC(=O)CN(c1ccccc1)S(=O)(=O)N(C)C,1,-4,1,-5,-3,2,-2,-7,-16,0.5
OC(CNc1nc(-c2cccnc2)nc2ccccc12)c1ccccc1 (centres undefined),-2,-12,-19,1,17,2,21,17,4,5.9
O=C1CC(C(=O)N2CCC(N3CCC(C(=O)NC4CC4)CC3)CC2)c2ccccc21 (centres undefined),0,-6,1,-15,-4,-2,-1,-4,-1,1.2
CCC1(c2ccccc2)NC(=O)N(C)C1=O (centres undefined),.,9,0,-4,2,-10,.,3,-4,-1.5
